# NSD2 block – blocks human NSD2 histone methyltransferase activity | AID 624260 | NSD2-SET H3K36me1 DELFIA fluorescence, biochemical | hit rate 0.07% among 44,000 | inhibition, % at 12.5 µM | O96028; in the data active means inhibition above about 54%, passing the limit was not always enough;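 further: inhibitors reduce the monomethyl H3K36 fluorescence signal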
# Target sequence (O96028 whole entry, looked up): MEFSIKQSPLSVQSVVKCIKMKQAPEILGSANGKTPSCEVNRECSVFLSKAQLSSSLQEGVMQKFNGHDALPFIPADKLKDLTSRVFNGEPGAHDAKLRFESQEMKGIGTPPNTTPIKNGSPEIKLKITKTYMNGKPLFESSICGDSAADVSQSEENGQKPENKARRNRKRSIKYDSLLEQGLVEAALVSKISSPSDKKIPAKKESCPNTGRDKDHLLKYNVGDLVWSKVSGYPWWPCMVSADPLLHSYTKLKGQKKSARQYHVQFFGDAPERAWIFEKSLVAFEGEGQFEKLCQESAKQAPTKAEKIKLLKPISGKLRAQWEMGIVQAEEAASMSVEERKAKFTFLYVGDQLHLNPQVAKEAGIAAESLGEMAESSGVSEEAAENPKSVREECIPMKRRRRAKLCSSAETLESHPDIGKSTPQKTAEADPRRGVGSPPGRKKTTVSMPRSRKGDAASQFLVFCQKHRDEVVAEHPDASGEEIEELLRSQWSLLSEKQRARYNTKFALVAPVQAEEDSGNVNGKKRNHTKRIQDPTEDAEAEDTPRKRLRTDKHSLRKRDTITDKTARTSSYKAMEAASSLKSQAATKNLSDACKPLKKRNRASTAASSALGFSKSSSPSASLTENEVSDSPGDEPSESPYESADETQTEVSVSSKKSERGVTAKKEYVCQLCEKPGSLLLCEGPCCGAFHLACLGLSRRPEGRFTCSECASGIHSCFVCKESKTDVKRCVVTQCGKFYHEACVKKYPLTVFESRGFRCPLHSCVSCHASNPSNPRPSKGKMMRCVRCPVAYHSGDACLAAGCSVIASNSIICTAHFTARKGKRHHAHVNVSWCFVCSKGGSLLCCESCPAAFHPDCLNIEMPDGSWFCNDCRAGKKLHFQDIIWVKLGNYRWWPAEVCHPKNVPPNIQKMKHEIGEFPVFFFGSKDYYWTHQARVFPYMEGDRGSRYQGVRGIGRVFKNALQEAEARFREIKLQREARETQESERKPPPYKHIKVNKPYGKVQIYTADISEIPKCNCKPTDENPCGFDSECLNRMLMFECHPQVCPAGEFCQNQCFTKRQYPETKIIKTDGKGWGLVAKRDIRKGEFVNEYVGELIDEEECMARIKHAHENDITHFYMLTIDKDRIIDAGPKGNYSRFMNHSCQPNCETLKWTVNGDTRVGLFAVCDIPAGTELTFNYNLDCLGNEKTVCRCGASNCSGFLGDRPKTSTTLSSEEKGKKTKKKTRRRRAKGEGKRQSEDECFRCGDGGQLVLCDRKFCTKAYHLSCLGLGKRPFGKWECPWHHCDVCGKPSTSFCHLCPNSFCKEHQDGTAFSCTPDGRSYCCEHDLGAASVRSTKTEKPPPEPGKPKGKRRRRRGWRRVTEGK
# Numbers without * were called inactive. Only part of the results is shown; rates above refer to the full screens.
SMILES,NSD2 block
C[C@H]1CCCCO[C@H](CN(C)C(=O)C2CCCCC2)[C@@H](C)CN([C@@H](C)CO)C(=O)c2cc(NS(=O)(=O)c3ccccc3)ccc2O1,-11.1
CC(C)NC(=O)Nc1ccc2c(c1)CC(=O)N([C@@H](C)CO)C[C@H](C)[C@H](CN(C)Cc1ccc(C(=O)O)cc1)O2,-8.9
COc1ccc(CCCOC(Cn2ccnc2)c2ccc(OC)cc2)cc1 (stereo not drawn),6.9
C[C@H](CO)N1C[C@H](C)[C@H](CN(C)Cc2ccccc2F)Oc2ncc(-c3ccccc3F)cc2C1=O,25.6
C[C@@H]1CN([C@@H](C)CO)S(=O)(=O)c2ccc(-c3ccncc3)cc2O[C@H]1CN(C)C(=O)CN(C)C,-1.2
COc1ccc(NC(=O)N(C)C[C@@H]2OCCCC[C@@H](C)Oc3ccc(NC(=O)NC(C)C)cc3C(=O)N([C@@H](C)CO)C[C@H]2C)cc1,-4.8
C[C@H]1CN([C@@H](C)CO)C(=O)CCCn2cc(nn2)CO[C@@H]1CN(C)Cc1ccc2c(c1)OCCO2,0.3
c1ccc(CN2CCC3(CCc4ccccc43)CC2)cc1,7.2
COc1ccc(CN(C)C[C@@H]2Oc3ccc(NS(=O)(=O)c4c(C)noc4C)cc3C(=O)N([C@@H](C)CO)C[C@@H]2C)cc1,2.8
CC(=O)N(OCc1ccccc1)[C@@H]1c2cc(C#N)ccc2OC(C)(C)[C@H]1O,0.4
C/C=C/c1cnc2c(c1)C(=O)N([C@@H](C)CO)C[C@H](C)[C@@H](CN(C)Cc1cncnc1)O2,1.3
CC(=O)N(C)C[C@@H]1Oc2cc(C#Cc3cccnc3)ccc2S(=O)(=O)N([C@@H](C)CO)C[C@@H]1C,7.5
C[C@@H]1CN([C@@H](C)CO)C(=O)c2cc(C#CC(C)(C)O)cnc2O[C@@H]1CN(C)C(=O)c1ccccc1F,-4.7
O=C(C[C@H]1C[C@H]2c3cc(NC(=O)Nc4ccccc4F)ccc3O[C@H]2[C@@H](CO)O1)NCC1CC1,-0.8
C[C@H]1CN([C@@H](C)CO)C(=O)Cc2cc(NC(=O)Cn3cnnn3)ccc2O[C@H]1CN(C)S(=O)(=O)c1ccc(Cl)cc1,2.3
OC(Cn1cncn1)(Cn1cncn1)c1ccc(F)cc1F,6.2
COc1ccc(S(=O)(=O)N(C)C[C@@H]2Oc3c(NC(=O)Nc4ccccc4)cccc3C(=O)N([C@H](C)CO)C[C@H]2C)cc1,2.9
C[C@@H]1CN([C@H](C)CO)S(=O)(=O)c2ccc(C#Cc3ccccc3)cc2O[C@@H]1CN(C)C,9.1
C[C@@H]1CN([C@H](C)CO)C(=O)c2cc(-c3cccnc3)cnc2O[C@@H]1CN(C)C,-1.2
Cc1ccc(-c2cnc3c(c2)C(=O)N([C@@H](C)CO)C[C@H](C)[C@H](CN(C)Cc2ccccc2C(=O)O)O3)cc1,9.0
C[C@@H]1CN([C@@H](C)CO)C(=O)c2cc(NC(=O)C3CC3)ccc2O[C@@H]1CN(C)CC1CC1,0.5
Cc1sc2c(c1C)CN(C(C)(C)C)CN2C(=O)c1ccccc1,-3.6
C[C@H](CO)N1C[C@H](C)[C@H](CN(C)C(=O)Cc2ccccc2)Oc2cc(C3=CCCCC3)ccc2S1(=O)=O,2.0
C/C=C/c1ccc2c(c1)O[C@@H](CN(C)C(=O)Nc1ccccc1)[C@@H](C)CN([C@@H](C)CO)S2(=O)=O,-6.8
C[C@@H]1CCCCO[C@H](CN(C)Cc2ccc(C(=O)O)cc2)[C@@H](C)CN([C@@H](C)CO)C(=O)c2cc(NC(=O)c3ccccc3)ccc2O1,4.2
SMILES,NSD2 block
COc1ccc(-c2cnc3c(c2)C(=O)N([C@@H](C)CO)C[C@H](C)[C@@H](CN(C)C(=O)Cc2ccccn2)O3)cc1,5.2
COc1ccccc1S(=O)(=O)N[C@H]1C=C[C@H](CC(=O)N2CCOCC2)O[C@@H]1CO,-0.8
CCCC#Cc1cnc2c(c1)C(=O)N([C@H](C)CO)C[C@@H](C)[C@H](CN(C)S(C)(=O)=O)O2,-6.5
COc1ccc(NC(=O)N(C)C[C@H]2Oc3ccc(NC(=O)NC(C)C)cc3C(=O)N([C@@H](C)CO)C[C@H]2C)cc1,13.6
C[C@H](O)C#Cc1cnc2c(c1)C(=O)N([C@H](C)CO)C[C@H](C)[C@H](CN(C)C(=O)c1ccccc1F)O2,23.6
C[C@@H]1CN([C@H](C)CO)C(=O)c2cc(C#CC3CCCCC3)cnc2O[C@@H]1CN(C)S(=O)(=O)c1ccc(F)cc1,14.5
O=C(C[C@@H]1C[C@@H]2c3cc(NC(=O)c4cccnc4)ccc3O[C@@H]2[C@@H](CO)O1)NCc1ccncc1,6.4
Cc1noc(C)c1NC(=O)Nc1ccc2c(c1)C(=O)N([C@@H](C)CO)C[C@H](C)[C@@H](CN(C)C(=O)Nc1ccc3c(c1)OCO3)OCCCC[C@H](C)O2,-6.9
COc1ccccc1-c1cnc2c(c1)C(=O)N([C@H](C)CO)C[C@@H](C)[C@H](CN(C)C(=O)CN(C)C)O2,-0.1
C[C@H]1CN([C@@H](C)CO)C(=O)c2cccc(NC(=O)c3ccncc3)c2O[C@H]1CN(C)C(=O)NC1CCCCC1,-5.1
C[C@@H]1CN([C@H](C)CO)C(=O)Cc2cc(NC(=O)Nc3ccc(F)cc3)ccc2O[C@H]1CN(C)Cc1ccc(C(=O)Nc2ccccc2N)cc1,-1.5
C[C@H]1CN([C@@H](C)CO)S(=O)(=O)c2ccc(-c3cncnc3)cc2O[C@@H]1CN(C)C(=O)Cc1cccnc1,-7.5
COc1ccc(C#Cc2ccc3c(c2)O[C@@H](CN(C)C(=O)c2ccccn2)[C@@H](C)CN([C@H](C)CO)S3(=O)=O)cc1,-0.6
C[C@H](CO)N1C[C@H](C)[C@@H](CN(C)C(=O)c2cccnc2)Oc2ncc(/C=C/c3ccccc3)cc2C1=O,-1.1
C[C@H]1CN([C@@H](C)CO)C(=O)Cc2cc(NS(=O)(=O)c3cn(C)cn3)ccc2O[C@@H]1CN(C)Cc1ccc(Cl)c(Cl)c1,-8.1
Cc1noc(C)c1NC(=O)Nc1ccc2c(c1)C(=O)N([C@@H](C)CO)C[C@H](C)[C@@H](CN(C)S(=O)(=O)c1ccccc1)OCCCC[C@H](C)O2,0.9
C[C@@H]1CN([C@@H](C)CO)C(=O)c2cc(NS(=O)(=O)c3ccccc3)ccc2O[C@@H](C)CCCCO[C@H]1CN(C)S(=O)(=O)c1ccc(F)cc1,0.9
CNC[C@@H]1OCCCC[C@@H](C)Oc2ccc(NS(=O)(=O)c3cn(C)cn3)cc2C(=O)N([C@@H](C)CO)C[C@H]1C,-0.6
O=C(NC(=S)Nc1ccccc1N1CCCC1)c1ccccc1Br,-2.0
COCC#Cc1cnc2c(c1)C(=O)N([C@H](C)CO)C[C@H](C)[C@@H](CN(C)C(C)=O)O2,3.2
COc1ccc2ccc(=O)oc2c1C(OC(C)=O)C(=O)C(C)C (stereo not drawn),6.1
C[C@H](CO)N1C[C@H](C)[C@H](CN(C)Cc2ccc(C(=O)Nc3ccccc3N)cc2)Oc2ccc(NS(=O)(=O)c3cn(C)cn3)cc2CC1=O,-2.2
C[C@H]1CN([C@@H](C)CO)C(=O)CCCn2nncc2CO[C@H]1CN(C)S(=O)(=O)c1ccc(Oc2ccccc2)cc1,1.0
CN1CCN(C(=O)C[C@H]2C[C@@H]3c4cc(NC(=O)c5cccnc5)ccc4O[C@@H]3[C@@H](CO)O2)CC1,0.0
C[C@H](CO)N1C[C@H](C)[C@@H](CN(C)S(=O)(=O)c2cn(C)cn2)Oc2ccc(NC(=O)c3ccncc3)cc2C1=O,6.3

# 3 compounds from above, sorted by the value under NSD2 block, descending.
molecule	NSD2 block
OC(Cn1cncn1)(Cn1cncn1)c1ccc(F)cc1F	6.2
C[C@@H]1CCCCO[C@H](CN(C)Cc2ccc(C(=O)O)cc2)[C@@H](C)CN([C@@H](C)CO)C(=O)c2cc(NC(=O)c3ccccc3)ccc2O1	4.2
C[C@@H]1CN([C@@H](C)CO)C(=O)c2cc(C#CC(C)(C)O)cnc2O[C@@H]1CN(C)C(=O)c1ccccc1F	-4.7

# In the list so far, these contain a COOH group.
SMILES,NSD2 block
CC(C)NC(=O)Nc1ccc2c(c1)CC(=O)N([C@@H](C)CO)C[C@H](C)[C@H](CN(C)Cc1ccc(C(=O)O)cc1)O2,-8.9
Cc1ccc(-c2cnc3c(c2)C(=O)N([C@@H](C)CO)C[C@H](C)[C@H](CN(C)Cc2ccccc2C(=O)O)O3)cc1,9.0
C[C@@H]1CCCCO[C@H](CN(C)Cc2ccc(C(=O)O)cc2)[C@@H](C)CN([C@@H](C)CO)C(=O)c2cc(NC(=O)c3ccccc3)ccc2O1,4.2

# Later entries:
SMILES,NSD2 block
Cc1noc(C)c1S(=O)(=O)N(C)C[C@@H]1OCCCC[C@@H](C)Oc2ccc(NC(=O)Nc3ccc(F)cc3)cc2C(=O)N([C@@H](C)CO)C[C@@H]1C,-401.0
C[C@@H]1CN([C@@H](C)CO)C(=O)CCCn2cc(nn2)CO[C@@H]1CN(C)C(=O)CCC(F)(F)F,4.8
CC(C)NC(=O)N(C)C[C@H]1Oc2ccc(NS(=O)(=O)c3cn(C)cn3)cc2C(=O)N([C@@H](C)CO)C[C@@H]1C,5.1
C[C@H](CO)N1C[C@H](C)[C@H](CN(C)S(=O)(=O)c2ccc(F)cc2)OCCCC[C@H](C)Oc2ccc(NC(=O)Nc3ccccc3)cc2C1=O,3.6
C[C@@H]1CN([C@H](C)CO)S(=O)(=O)c2ccc(-c3cccc(C#N)c3)cc2O[C@H]1CN(C)C(=O)C1CC1,-5.5
C=CCOC(=O)[C@H]1[C@@H]2C(=O)O[C@@H](c3ccccc3)[C@@H](c3ccccc3)N2[C@@H](c2ccc(OCCOC(=O)[C@@H]3C[C@@H]4C(=O)N[C@@H](Cc5ccccc5)C(=O)N4[C@@H]3c3cccc(OCCO)c3)cc2)[C@]12C(=O)Nc1ccccc12,-0.6
Cc1noc(C)c1NC(=O)N(C)C[C@H]1Oc2ccc(NS(=O)(=O)c3ccccc3)cc2C(=O)N([C@H](C)CO)C[C@@H]1C,5.0
COc1ccc(S(=O)(=O)Nc2ccc3c(c2)C(=O)N([C@@H](C)CO)C[C@@H](C)[C@H](CN(C)S(=O)(=O)c2c(C)noc2C)OCCCC[C@@H](C)O3)cc1,-2.4
COc1ccc(C#Cc2cnc3c(c2)C(=O)N([C@H](C)CO)C[C@H](C)[C@@H](CN(C)C(C)=O)O3)cc1,-0.4
C[C@@H]1CN([C@@H](C)CO)C(=O)c2cc(C#CCc3ccccc3)cnc2O[C@@H]1CN(C)Cc1cccc(F)c1,1.0
O=c1c2c3c(sc2ncn1/N=C/c1cc(Br)ccc1O)CCCC3,2.3
CC(=O)N(C)C[C@H]1Oc2cc(/C=C/c3ccccc3)ccc2S(=O)(=O)N([C@@H](C)CO)C[C@H]1C,-3.9
CC(C)NC(=O)N(C)C[C@H]1Oc2ncc(C3=CCCCC3)cc2C(=O)N([C@H](C)CO)C[C@H]1C,-9.4
O=C(C[C@@H]1CC[C@H](NC(=O)Nc2ccc(C(F)(F)F)cc2)[C@H](CO)O1)NCCN1CCCC1,-3.8
C[C@@H]1CN([C@H](C)CO)C(=O)c2cc(-c3ccncc3)cnc2O[C@@H]1CN(C)C(=O)C1CCOCC1,-0.4
COc1ccc(CN(C)C[C@H]2Oc3ccc(NS(=O)(=O)c4cccs4)cc3C(=O)N([C@H](C)CO)C[C@H]2C)cc1,1.8
COc1ccc(S(=O)(=O)Nc2ccc3c(c2)C(=O)N([C@H](C)CO)C[C@H](C)[C@H](CN(C)S(=O)(=O)c2ccc(C)cc2)OCCCC[C@@H](C)O3)cc1,-0.5
C[C@@H]1CCCCO[C@@H](CN(C)C)[C@H](C)CN([C@@H](C)CO)C(=O)c2cc(NC(=O)Cc3ccccc3)ccc2O1,-241.1
Cc1ccc(S(=O)(=O)Nc2ccc3c(c2)C(=O)N([C@@H](C)CO)C[C@@H](C)[C@@H](CN(C)S(=O)(=O)c2c(C)noc2C)O3)cc1,2.2
C[C@@H]1CN([C@H](C)CO)C(=O)c2cccc(NC(=O)NC3CCCCC3)c2O[C@@H]1CN(C)Cc1ccncc1,1.7
C[C@H](CO)N1C[C@H](C)[C@H](CN(C)Cc2ccccc2F)Oc2ncc(C3=CCCC3)cc2C1=O,12.8
COC(=O)CCCCCCC(=O)N=NC=C1C=CN(O)C=C1,-0.2
CCCC#Cc1ccc2c(c1)O[C@H](CN(C)Cc1ccncc1)[C@@H](C)CN([C@@H](C)CO)S2(=O)=O,-60.7
CC(=O)Nc1cc2ccccc2oc1=O,1.8
C[C@@H]1CN([C@@H](C)CO)C(=O)c2cc(NS(=O)(=O)c3cccs3)ccc2O[C@@H]1CN(C)C(=O)Nc1cccc2ccccc12,5.0
SMILES,NSD2 block
CC(C)C#Cc1ccc2c(c1)O[C@H](CN(C)CC1CCOCC1)[C@H](C)CN([C@@H](C)CO)S2(=O)=O,-3.5
C[C@@H]1CN([C@H](C)CO)S(=O)(=O)c2ccc(C3=CCCC3)cc2O[C@@H]1CN(C)C(=O)c1ccccn1,-3.4
C[C@@H]1CN([C@@H](C)CO)S(=O)(=O)c2ccc(-c3ccc(F)cc3)cc2O[C@H]1CN(C)C,2.2
Cc1noc(C)c1S(=O)(=O)N(C)C[C@H]1Oc2ccc(NC(=O)C3CC3)cc2CC(=O)N([C@@H](C)CO)C[C@H]1C,3.6
O=C1O[C@@H](c2ccccc2)[C@@H](c2ccccc2)N2[C@@H](c3ccccc3OCCO)[C@]3(C(=O)Nc4ccccc43)[C@@H](C(=O)Nc3nc4ccccc4s3)[C@H]12,-5.5
Cc1noc(C)c1NC(=O)Nc1ccc2c(c1)C(=O)N([C@@H](C)CO)C[C@@H](C)[C@@H](CN(C)CC1CCCCC1)O2,1.6
C[C@@H]1CN([C@@H](C)CO)C(=O)c2cc(NS(=O)(=O)c3ccc(F)cc3)ccc2O[C@@H](C)CCCCO[C@H]1CN(C)Cc1ccncc1,-4.8
